# Source: PubChem BioAssay
# NPYLR7 agonist: agonists of mosquito NPYLR7 receptor, primary screen, cell-based, Aedes aegypti, calcium fluorescence, mosquito biting behavior | HEK293T NPYLR7/Galpha15, GCaMP6s calcium fluorescence | activation, % at 10 µM | actives 0.15% (n = 270,000); in the data active means activation above about 40%;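 further: 0% = vehicle and 100% = reference agonist at the receptor; some compounds past the cut are filed as inactive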
# mcGAS lum: cyclic GMP-AMP synthase inhibitors, mouse, primary biochemical chemiluminescence. actives 0.15% (n = 160,000). recombinant cGAS, Kinase-Glo ATP depletion luminescence. Q8C6L5. AID 1259399, 2018. inhibition, % at 12.5 µM;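 further: 0% = negative control wells and 100% = reference inhibitor with no enzyme activity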
# hcGAS inh: Primary biochemical luminescence assay for human cyclic GMP-AMP synthase inhibitors; recombinant h-cGAS, ATP depletion, Kinase-Glo luminescence; inhibition, % at 12.5 µM; actives 0.081% (n = 290,000); AID 1259398, 2018;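 further: 0% = vehicle reaction and 100% = reaction without DNA for no activity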
# Target sequence (Q8N884 whole entry, looked up): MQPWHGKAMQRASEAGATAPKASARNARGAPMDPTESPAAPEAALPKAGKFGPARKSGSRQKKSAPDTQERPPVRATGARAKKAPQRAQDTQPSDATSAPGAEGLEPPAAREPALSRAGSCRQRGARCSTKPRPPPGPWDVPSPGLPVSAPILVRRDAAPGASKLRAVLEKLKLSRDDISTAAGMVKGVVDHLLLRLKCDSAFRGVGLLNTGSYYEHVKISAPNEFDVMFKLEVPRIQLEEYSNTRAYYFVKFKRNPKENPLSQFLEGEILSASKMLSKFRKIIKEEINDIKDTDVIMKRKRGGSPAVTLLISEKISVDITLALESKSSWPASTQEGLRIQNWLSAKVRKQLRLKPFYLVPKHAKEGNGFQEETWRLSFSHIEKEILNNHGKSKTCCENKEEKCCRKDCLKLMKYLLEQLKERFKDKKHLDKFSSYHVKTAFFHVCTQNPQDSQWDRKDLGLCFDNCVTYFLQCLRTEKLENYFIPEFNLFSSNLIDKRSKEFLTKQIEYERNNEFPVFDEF
# The depositor's hits bear a star; · = no result given; & = joins results of further samples. Unless noted, no stated cut-off is given here; in the data, active means inhibition above about 40%; inactive means the rest. No enrichment for hits; about 0.29% have a hit in one of these screens.
Compound | NPYLR7 agonist | mcGAS lum | hcGAS inh
Cc1ccc(C2CC(=O)c3cnn(-c4nc5ccccc5[nH]4)c3C2)cc1 (configuration not stated) | 26.2 | · | -6.7
COc1coc(C(=O)NC(C)CCc2ccccc2)cc1=O (configuration not stated) | 11.5 | · | -6.3
COC(=O)C1=C(C)NC2=C(C(=O)CC(c3ccc(Cl)cc3)C2)C1c1ccccc1F (configuration not stated) | -4.3 | -4.7 | -3.6
Cc1ncc2c(c1CNC(=O)/C=C/c1ccccc1)CCN(C(=O)c1ccc3nccnc3c1)C2 | -3.2 | -6.1 | 3.2
CC1(C)C(=O)C=C[C@@]2(C)C1CC(=O)[C@]1(C)C2CC[C@@]2(C)[C@H](c3ccoc3)OC(=O)[C@H]3O[C@]321 (some centres not stated) | · | -4.8 | -2.8
c1nc2c([nH]1)CCN(C[C@@H]1CCCN3CCCC[C@H]13)C21CCCCC1 | 1.3 | · | 0.8
C=CCN(CC#Cc1ccccc1)C(=O)c1cc(=O)n(C)c(=O)n1C | -6.6 | -16.0 | -4.4
CCC(NCc1c(C)noc1C)c1cccc(Cl)c1 (configuration not stated) | 10.2 | -6.4 | -7.4
CC1CCN(c2onc(-c3ccccc3)c2CN(Cc2ccco2)C(=O)c2cccs2)CC1 | 3.9 | -4.7 | -9.3
O=C(c1cn[nH]n1)N1CCCC(c2nnc3ccccn23)C1 (configuration not stated) | 0.5 | -13.9 | -4.7
O=C(NCc1cccc(C(F)(F)F)c1)c1ccc2sc(C3=C[C@@H](O)[C@@H](O)[C@@H](CO)O3)nc2c1 | -3.5 | -6.9 | -6.8
COc1ccc(C(=O)SC2=NCCS2)cc1 | -4.8 | -0.5 | -6.5
Cc1cc(Cl)cc(C)c1OCC(=O)Nc1ccccc1N1CCCC1=O | 2.7 | · | -5.8
COc1ccccc1NC(=O)c1c(N=Cc2ccccc2O)cnn1C | 1.9 | -6.2 | -3.9
CC(C)N(C)CC(=O)Nc1ccc(N2CCc3sccc3C2)cc1 | 1.3 | · | -12.1
COc1cccc(CN(CC2CC(c3ccc(N(C)C)cc3)=NO2)C(=O)NC(C)C)c1 (configuration not stated) | 21.8 | -10.4 | -8.8
CC1(C)CC(=O)C2=C(C1)OC(c1ccco1)C(C#N)C2=N (configuration not stated) | 20.2 | · | -3.9
Cc1cc(C)n(-c2nc3ccccc3c3nc(C)nn23)n1 | -0.5 | · | 7.9
CN(C)C1CCCN(C(=O)Nc2cc(F)cc(N3CCCC3)c2)C1 (configuration not stated) | 7.1 | · | -18.1
CN(C)CCNC(CC(=O)Nc1ccc(Br)cc1)C(=O)O (configuration not stated) | 0.7 | -3.6 | 3.5
O=C(CCN(CCc1ccccc1)c1nc(-c2ccc(Cl)cc2)nc2ccccc12)NCc1ccco1 | 7.7 | -5.1 | -3.4
O=C(NCc1nc2ccccc2n1CCC1CCCCC1)c1ccco1 | -1.5 | -7.3 | -2.0
CCC(C)C(C)N(C(=O)C1CCN(C(=O)c2ccoc2)CC1)C1CC1 (configuration not stated) | -1.3 | · | 3.0
NC(=O)CN(Cc1ccc(Cl)cc1)c1ccc2[nH]c(=O)[nH]c2c1 | 12.4 | · | -8.0
Cc1csc(NC(=O)c2c(O)c3ccccc3[nH]c2=O)n1 | -4.7 | -1.9 | -3.9

# Additional records.
Compound | NPYLR7 agonist | mcGAS lum | hcGAS inh
Cn1ccc2c1CCCC2C(=O)NCc1ccncc1 (configuration not stated) | 26.2 | · | -9.1
CC(NC(=O)CCN(CCCN1CCOCC1)c1nc(-c2ccccc2Cl)nc2ccccc12)c1ccccc1 (configuration not stated) | 15.1 | 2.5 | -2.6
CCOC(=O)C1CCN(C(c2cccc(OC)c2)C2Sc3nc(C)nn3C2=O)CC1 (configuration not stated) | 2.4 | · | -11.9
COC(=O)C1(C)CCN(C(=O)c2cc[nH]c2C)C1 (configuration not stated) | -1.8 | · | -15.5
c1ccc2c(c1)nc(NC1CCCCC1)c1nnnn12 | -0.8 | -1.7 | 3.5
CCCC1CCCN(c2ccc(-c3nc(C)cc(=O)[nH]3)cn2)CC1 (configuration not stated) | -2.5 | -2.2 | 4.0
O=C1C2C3C=CC(C3)C2C(=O)N1c1ccccc1[N+](=O)[O-] (configuration not stated) | 0.0 | · | -3.1
CC1CN(C(=O)C2CSC3(C)CCC(=O)N23)C(=Nc2ccc(Cl)cc2)S1 (configuration not stated) | -0.6 | · | 1.9
O=C(NCCc1c[nH]c2ccccc12)c1ccc(Nc2cccc(C(F)(F)F)c2)nc1 | 21.8 | -4.6 | -9.6
CCCCc1nc(N2CCN(C(=O)c3cc(OC)cc(OC)c3)CC2)c2c(C)nn(-c3ccccc3)c2n1 | 8.9 | -5.8 | -7.4
Cc1cnc(-c2ccc(C(C)N3CCOCC3)cc2)c(Cl)c1 (configuration not stated) | 1.0 | · | 1.2
O=c1nc(SCc2ccc(Cl)cc2Cl)nc2ccccn12 | 3.9 | -7.0 | -2.3
O=c1cc(-c2ccccc2)[nH]c(=S)[nH]1 | -4.8 | · | -9.4
Cc1oc(C(C)C)cc1C(=O)NCCC1CCCN(C)C1 (configuration not stated) | -3.6 | · | -3.8
COCC(=O)N1CCCC(CCC(=O)Nc2ccc(C(F)(F)F)cc2)C1 (configuration not stated) | -1.2 | -5.0 | -2.3
COc1c2c(nc3occc13)C(CCC(C)(C)O)(OC)C(O)CC2 (configuration not stated) | -0.1 | 0.2 | 4.2
O=C(NC1CCCc2c1cnn2-c1ccccc1F)c1ccccc1-c1ncc[nH]1 (configuration not stated) | 18.3 | -10.4 | -7.1
COCCCN(Cc1csc(COc2cc(C)cc(C)c2C)n1)C(=O)C1CC1 | 7.0 | -3.4 | -3.0
CC1=NC2=C(C(=O)CCC2)C(c2coc3ccc(Cl)cc3c2=O)C1C(=O)OC1CCCC1 (configuration not stated) | -5.3 | -6.7 | -7.6
COc1c(Cl)ccc(Cl)c1C(=O)O | -14.8 | · | 32.9
CCc1nc(SCC(=O)NC2COC3(CCCCC3)C2)n[nH]1 (configuration not stated) | · | -0.1 | 1.8
C#Cc1cccc(N(C)C(=O)c2ccc(CN3CCN(C)CC3)cc2)c1 | 0.7 | · | -1.3
Cc1c(C)n2c3c(=O)n(CCN4CCOCC4)c(=O)n(C)c3nc2n1C(C)C | -1.1 | · | -4.9
Cc1ccc(S(=O)(=O)Nc2nc3ccccc3s2)cc1 | -2.0 | -2.7 | -0.4
Cc1cc(C)cc(-n2nc3c(c2NC(=O)C(C)C)CSC3)c1 | -1.7 | · | -11.2

# Additional records:
Compound | NPYLR7 agonist | mcGAS lum | hcGAS inh
CCCCN(CC(=O)N(Cc1cccn1C)CC(C)C)C(=O)Nc1ccccc1CC | -4.2 | -3.6 | -6.4
O=C(O)COc1ccc(/C=C(/Cl)c2nc3ccccc3o2)cc1 | 7.4 | · | 2.7
COc1cccc(COc2cn(C)c(C(=O)NC(C)c3ccccc3)cc2=O)c1 (configuration not stated) | 0.9 | · | -15.6
CCOC(=O)c1cc(-c2cccc(NC(=O)c3ccc4sccc4c3)c2)n(-c2ccccc2C)n1 | 14.7 | -7.9 | -5.7
Cc1nn(C)cc1-c1csc(NCCc2ccccn2)n1 | 1.2 | · | -4.0
O=C(NCc1cccc(F)c1)c1csc(COc2cccc(C(F)(F)F)c2)n1 | 2.4 | -10.7 | -10.9
Cc1ccccc1NC(=O)CSc1nc(=O)n(Cc2cccnc2)c2c1CCCC2 | -5.3 | -0.7 | 2.8
O=Nc1ccc(O)c2ncccc12 | -13.1 | · | 0.5
COCCNc1cc(C)nc2c(-c3ccc(Cl)cc3)cnn12 | 2.5 | -7.2 | -7.8
Cc1c(C(=O)NCc2ccc(F)cc2)sc(=O)n1Cc1cccc(F)c1 | 1.9 | · | -0.3
COc1cc(N2CCN(Cc3ccc(C(C)(C)C)cc3)CC2)nc(N)n1 | 13.6 | · | -2.9
COc1cc2oc(=O)cc(C)c2c(OC)c1OC(C)=O | -0.7 | · | 2.3
Cc1ccc(-c2nnc(NC(=O)C(NC(=O)c3ccc(C(F)(F)F)cc3)C(C)C)s2)cc1 (configuration not stated) | 21.4 | -5.0 | -9.8
CCC1(c2ccccc2)NC(=O)N(Cc2ccc(F)cc2Cl)C1=O (configuration not stated) | 0.6 | · | -11.8
O=C(c1cccc(Nc2c(Oc3ccc4c(c3)OCO4)cnn(-c3ccc(Cl)c(Cl)c3)c2=O)c1)N1CCCC1 | 5.9 | -4.4 | -2.5
Cc1nn2cnc3ccc(Br)cc3c2nc1=O | 13.4 | · | -11.2
O=C(NCC(=O)N1CCCCC1)c1ccc(Cl)cc1I | 7.2 | · | -7.1
CN(C)C(CNS(=O)(=O)c1cc(Cl)ccc1Cl)c1cccn1C (configuration not stated) | 10.5 | · | 6.1
COc1ccc(C2(CNC(=O)c3cc(C)nn3C)CCCCC2)cc1 | 4.4 | · | -1.4
CCOC(=O)c1c(NC(=O)c2ccnc(C)n2)sc2c1CCSC2 | 0.8 | · | -8.3
CCOC(=O)c1cc(-c2ccc(Cl)cc2Cl)n(-c2ccc(C(=O)NCc3ccco3)cc2)n1 | 5.9 | 0.9 | 4.5
Cc1cnc2c(C(=O)NCC3CC(C(C)C)=NO3)cnn2c1 (configuration not stated) | 17.7&15.2 | · | -9.2&-9.9
c1ccc(-n2cc(CN3CCNCC3)cn2)cc1 | 3.6 | · | -7.1
Cn1ccnc1-c1cc(Cl)c2c(c1)CC(CN)O2 (configuration not stated) | -2.1 | · | -6.0
Clc1ccc(C2=Nc3ncnn3C(c3ccccc3Cl)C2)cc1 (configuration not stated) | 4.3 | · | -10.0

# Of the compounds above, 2 contain bromine.
Compound | NPYLR7 agonist | mcGAS lum | hcGAS inh
CN(C)CCNC(CC(=O)Nc1ccc(Br)cc1)C(=O)O (configuration not stated) | 0.7 | -3.6 | 3.5
Cc1nn2cnc3ccc(Br)cc3c2nc1=O | 13.4 | · | -11.2

# 3 compounds from above, sorted by SMILES length, largest number first.
Compound | NPYLR7 agonist | mcGAS lum | hcGAS inh
CCOC(=O)c1cc(-c2cccc(NC(=O)c3ccc4sccc4c3)c2)n(-c2ccccc2C)n1 | 14.7 | -7.9 | -5.7
O=C(NCc1cccc(F)c1)c1csc(COc2cccc(C(F)(F)F)c2)n1 | 2.4 | -10.7 | -10.9
COc1cc2oc(=O)cc(C)c2c(OC)c1OC(C)=O | -0.7 | · | 2.3

# Further compounds.
Compound | NPYLR7 agonist | mcGAS lum | hcGAS inh
O/N=C\c1cn(CC(O)COc2cccc3cccnc23)c2ccccc12 (configuration not stated) | -9.9 | 0.0 | -1.7
COc1ccccc1NC(=O)Cn1c2c(c(=O)n(C3CCCCC3)c1=O)CCC2 | -0.2 | -10.1 | -4.0
CCOC(=O)C1CCCN(C(=O)c2cccc(Nc3c(Oc4ccc(C)cc4OC)cnn(C)c3=O)c2)C1 (configuration not stated) | -9.1 | 2.9 | -2.6
CCCCn1c(O)c(C=Nc2ccc(C(C)C)cc2)c(C)c(C#N)c1=O | 3.3 | · | -4.7
CC(C(=O)Nc1cccc(Cl)c1)N1CCN(Cc2ncc[nH]2)CC1 (configuration not stated) | 2.0 | · | -6.1
COc1ccc(-n2cc(CNC(C)c3csc(C)n3)c(-c3ccccc3Cl)n2)cc1 (configuration not stated) | -4.8 | -12.0 | -7.0
Cc1ccc(-n2nc(C)c(-c3ccccc3)c2NC(=O)CN(CC(C)C)C(=O)Nc2cccc(Cl)c2Cl)cc1 | 0.3 | 0.1 | 4.3
CC(=O)Nc1cncc(-c2cccc(C(=O)N3CCOCC3)c2)n1 | 1.6 | · | -12.1
CCN(Cc1ccccc1)C(=O)Nc1ccccc1SC(F)F | 0.8 | · | -13.1
O=C(C1=Cc2ccccc2OC=C1)N1CCOC(C(F)(F)F)C1 (configuration not stated) | -1.6 | · | -3.8
COc1ccc(CN2CCN(Cc3cccn3-c3ncccn3)CC2CCO)c(C)c1C (configuration not stated) | 49.0* | -9.2 | -6.3
CCn1c(-c2ccc(O)c(OC)c2)n[nH]c1=O | 15.0 | -14.4 | -1.1
CC(=O)Nc1cc(C(=O)N2CCCC2c2nccs2)cc2ncn(CCc3ccccn3)c12 (configuration not stated) | 14.3 | -1.9 | 3.6
COC(=O)c1c(C)oc2ccc(N(C(=O)c3ccncc3)S(=O)(=O)c3ccccc3)cc12 | 0.7 | · | 1.3
Cn1cnc2c1c(=O)n(CCn1c(=O)c3c(ncn3C)n(C)c1=O)c(=O)n2C | 2.1 | · | 4.8
CC(C)Nc1ncccc1C(=O)N1CCC(n2c(=O)[nH]c3ccccc32)CC1 | -11.9 | · | -2.6
O=C(Nc1cccc(C(F)(F)F)c1)c1cc2nc(-c3ccc(F)cc3)cc(C(F)(F)F)n2n1 | -6.7 | -7.7 | -3.9
CC(=O)N1CCc2cc(NC(=O)c3cccnc3N3CCCCC3)ccc21 | -0.8 | · | -10.2
CCOc1ccc2ccccc2c1C(=O)N1CCN(c2nccc(-c3ccc4c(c3)OCO4)n2)CC1 | 0.2 | 2.6 | 0.8
Nc1c(S(=O)(=O)O)cc2c3c(cccc13)C(=O)N(CCO)C2=O | 92.6* | -1.4 | -8.2
O=C(N=C1N=C2N=CC=CN2Cc2ccccc21)C1CCCCC1 | -0.5 | · | 3.5
CCc1c(C)c(C(=O)NCc2cccc(C(F)(F)F)c2)n(Cc2ccc(F)cc2F)c1C | 29.2 | -10.0 | -1.9
O=C(NCCCn1cccn1)[C@H]1c2ccccc2C(=O)N(CCc2c[nH]c3ccccc23)[C@H]1c1ccccc1 | -6.2 | -3.5 | -7.8
COc1ccc(-n2c(SCc3ccccc3C#N)nnc2-c2ccc(F)cc2)cc1 | 23.1 | -4.6 | -4.5
O=C(Nc1cccc(-c2ccc3nncn3n2)c1)C(c1ccccc1)c1ccccc1 | -11.0 | -6.1 | -3.8
